Screening results as filed in PubChem BioAssay.
SENP7 block = inhibitors of human SENP7 protease | Q9BQF6 | actives 1.5% (n = 330,000) | recombinant SENP7, Z-RLRGG-aminoluciferin luminescence, 40 min | AID 434973 | inhibition, % at 5 µM;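 active = inhibition above about 50% at the single test dose, limit read from the data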;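 note: plate controls were DMSO with enzyme for no effect and no enzyme buffer wells for full effect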
Target sequence (Q9BQF6 706-1050 limits assumed): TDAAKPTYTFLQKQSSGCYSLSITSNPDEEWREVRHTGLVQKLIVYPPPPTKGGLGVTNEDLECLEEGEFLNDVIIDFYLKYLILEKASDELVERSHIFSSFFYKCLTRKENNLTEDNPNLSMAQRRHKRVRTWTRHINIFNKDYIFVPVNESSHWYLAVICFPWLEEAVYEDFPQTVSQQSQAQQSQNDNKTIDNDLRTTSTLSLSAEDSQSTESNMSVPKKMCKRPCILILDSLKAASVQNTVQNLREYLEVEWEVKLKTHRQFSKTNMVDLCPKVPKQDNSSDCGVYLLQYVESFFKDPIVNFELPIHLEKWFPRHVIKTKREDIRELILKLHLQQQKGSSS
Apaf1 inhib = human Apaf-1 inhibition; inhibition, % at 20 µM; AID 489030; reconstituted apoptosome caspase-3 activity, DEVD-Rh110 fluorescence; actives 0.71% (n = 330,000); active = inhibition of at least 40% at 20 µM;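 note: plate controls were DMSO wells for no effect and DEVD-CHO caspase inhibitor wells for full effect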
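System: Apoptosome proteins | Medium: Hepes pH 7.5 with detergent and BSA | Also added: Cytochrome c trigger plus (Z-DEVD)2-Rh110 caspase-3 substrate | Incubation: 30 min compound preincubation, 50 min activation, room temperature | Detection: Rhodamine 110 fluorescence at Ex 480/Em 540 nm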
SENP8 block-1 = inhibitors of human SENP8 protease. Q96LD8. actives 1.2% (n = 330,000). AID 2540. purified SENP8, Z-RLRGG-aminoluciferin cleavage, luminescence. inhibition, % at 10 µM; in the data active = inhibition above about 50%
Target sequence (Q96LD8 whole entry, looked up): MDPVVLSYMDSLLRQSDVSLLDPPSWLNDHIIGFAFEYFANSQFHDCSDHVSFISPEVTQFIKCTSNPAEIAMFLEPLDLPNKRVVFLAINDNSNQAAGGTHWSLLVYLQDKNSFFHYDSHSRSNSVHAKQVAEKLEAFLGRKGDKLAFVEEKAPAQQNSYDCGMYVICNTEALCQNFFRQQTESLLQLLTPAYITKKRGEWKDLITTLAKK
SENP1 inh = SENP1 (human) catalytic domain inhibition; recombinant SENP1 catalytic domain, CyPet-SUMO1-YPet FRET cleavage; actives 0.21% (n = 360,000); Q9P0U3; inhibition, % at 10 µM; AID 624204;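 active = inhibition at least 30% at 10 µM, raw YFP signal under a set limit, fluorescence ratio 0.5 to 1.5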;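 note: 0% = enzyme with DMSO and 100% = no enzyme wells; some results filed as inactive read as strong as hits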
Target sequence (Q9P0U3 419-644 limits assumed): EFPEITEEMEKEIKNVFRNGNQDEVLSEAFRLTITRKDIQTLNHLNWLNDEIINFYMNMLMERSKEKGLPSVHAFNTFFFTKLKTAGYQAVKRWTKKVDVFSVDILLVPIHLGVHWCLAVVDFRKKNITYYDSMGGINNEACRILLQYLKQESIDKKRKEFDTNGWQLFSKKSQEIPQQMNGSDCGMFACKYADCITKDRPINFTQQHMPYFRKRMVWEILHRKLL
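Test system: recombinant human SENP1 catalytic domain, His6-tagged / Medium: pH 8 Tris buffer with EDTA, NaCl, BME, BSA, NP40, catalase / Also added: SUMO1 FRET substrate flanked by Cypet and Ypet, 25 nM / Times: 50 min reaction at room temperature / Signal: FRET, CFP and YFP emission / Control set: no-enzyme low control and enzyme-plus-DMSO high control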
PfGluPho inh = PfG6PD (Plasmodium falciparum) enzyme inhibition; inhibition, % at 20 µM; AID 504690; actives 0.78% (n = 350,000); PfGluPho enzyme, NADPH resazurin-diaphorase fluorescence;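 active = inhibition reaching at least a set limit at 20 µM in the primary screen, cut at about 59% in these data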;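 note: 0% = DMSO wells with substrate and 100% = DMSO wells lacking glucose-6-phosphate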
SENP6 block = inhibitors of human SENP6 protease; Q9GZR1; Recombinant SENP6 catalytic domain, aminoluciferin luminescence; inhibition, % at 10 µM; actives 1.8% (n = 330,000); AID 2599;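 active = inhibition above about 50% at the single tested dose, limit read from the data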;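 note: plate controls were DMSO wells with enzyme for no effect and DMSO wells lacking enzyme for full effect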
HKDC1 inh = blocks human hexokinase HKDC1 activity | recombinant HKDC1, G6PDH/diaphorase resazurin coupled fluorescence | inhibition, % at 20 µM | actives 0.16% (n = 340,000) | AID 493160;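 active = inhibition above about 35% when tested at 20 µM, limit read from the data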;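 note: plate controls were DMSO wells with enzyme for no effect and DMSO wells lacking enzyme for full effect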
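Assay system – recombinant HKDC1 (HK5) hexokinase enzyme, produced in-house · Input – HKDC1 at 5 µg/mL · Reagent – glucose plus 1 mM ATP as hexokinase substrates · Timing – 90 min reaction incubation at room temperature, dark · Measured by – G6PDH/diaphorase-coupled fluorescence, 1 mM NADP, 100 µM resazurin, 525/613 nm · Benchmarks – DMSO-enzyme wells negative, buffer-substituted wells positive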
SENP8 block-2 = SENP8 (human) protease inhibition | recombinant SENP8, Nedd8 substrate fluorescence | inhibition, % at 20 µM | actives 0.64% (n = 360,000) | AID 602440 | Q96LD8; in the data active = inhibition mostly above about 40%, no sharp cut-off; inactive = mostly below about 27%
An asterisk follows results filed as active; . = not tested or not shown. This is a random part of the collection. About 3.6% of those tested had a hit in this group.

SMILES	SENP7 block	Apaf1 inhib	SENP8 block-1	SENP1 inh	PfGluPho inh	SENP6 block	HKDC1 inh	SENP8 block-2
O=C(NCc1ccccn1)c1c(Cl)cccc1Cl	8	-3	-4	2	-15	1	-5	25
Cc1ccc(C(=O)Nc2nc(=O)n(C(=O)c3ccccc3Cl)s2)cc1	.	.	.	2	49	.	6	16
O=c1cc(O)c2sc(Nc3ccc(F)c(Cl)c3)nc2[nH]1	1	3	-2	-53	17	1	46*	-117
Cc1cc(C)c(S(=O)(=O)c2ccccc2C)c(Oc2ccccc2)n1	3	3	7	3	-6	-20	-3	27
CCN1CCCC1CNC(=O)c1csc2c1CCCC2 (stereo not drawn)	-14	-13	-7	-8	8	-5	-7	2
COC(=O)c1sccc1NC(=S)N1CCCCC1C (stereo not drawn)	-11	7	-4	2	-12	-16	1	14
CCOC(=O)CCN(Cc1ccccc1)S(=O)(=O)c1csc(C(N)=O)c1	10	-3	-3	1	-12	-1	-5	13
COc1ccc(-n2nc(C(=O)NCC(=O)N3CCN(c4ccccc4OC)CC3)c3ccccc3c2=O)cc1OC	-5	5	-4	1	-4	-6	-1	-67
Cc1ccc(NC(=O)CSc2ccc(-c3ccco3)nn2)cc1	9	-23	2	-1	18	8	8	2
CC(C)(C)n1nc(Cc2cccc3ccccc23)c2c(N)ncnc21	10	21	-16	1	13	-23	4	3
O=C1CS/C(=N/N=C/c2cccs2)N1	14	-5	-9	4	3	-13	-6	20
CC(=O)N1CCC(C(=O)NCCOc2ccc(C)cc2)CC1	4	6	-1	1	16	-17	-3	10
Cc1ccn2cc(CCNS(=O)(=O)c3ccc(F)c(C(F)(F)F)c3)nc2c1	-3	4	9	2	15	-8	-4	-8
O=C(COc1ccccc1)N[C@@H]1c2ccccc2CC[C@H]1OCc1ccccc1	-6	37	.	1	10	.	3	13
CCOC(=O)C1(Cc2ccccc2)C(=O)N(CCCN(C)C)c2ccccc21 (stereo not drawn)	-10	-7	-22	0	-4	-11	-2	29
COc1ccc(NC(=O)Cn2ccc3c(OC)cccc3c2=O)cc1	-1	-14	-2	2	-2	-6	-2	-53
CC(C)n1c(N2CCN(C(=O)NCc3ccccc3)CC2)nc2ccccc21	8	2	5	-2	-9	-2	-5	10
CCCNC(=O)Cn1c(=O)cnc2ccccc21	-2	0	-16	2	-16	-7	-3	-84
COC(=O)CCN1CCC(c2cc(-c3cccc(C(F)(F)F)c3)n[nH]2)CC1	2	3	-12	0	4	-23	0	9
COc1ccccc1NC(=O)COC(=O)C1CCCC1	-10	-8	-1	0	-5	-15	-4	5

Three entries out of the list above, arranged by the value under SENP7 block, largest number first.
molecule	SENP7 block
O=C1CS/C(=N/N=C/c2cccs2)N1	14
COc1ccc(NC(=O)Cn2ccc3c(OC)cccc3c2=O)cc1	-1
CCN1CCCC1CNC(=O)c1csc2c1CCCC2 (stereo not drawn)	-14

(cont.)
SMILES	SENP7 block	Apaf1 inhib	SENP8 block-1	SENP1 inh	PfGluPho inh	SENP6 block	HKDC1 inh	SENP8 block-2
OCC1OC(n2cnc3ccccc32)CC1O (stereo not drawn)	-5	-9	2	1	3	-2	-8	13
COc1cc(NC(=O)Nc2cccc([N+](=O)[O-])c2)cc(OC)c1	0	-2	-3	3	7	-13	16	7
O=S(=O)(c1ccccc1)N1N=C(c2ccc(Cl)cc2)CC1c1ccco1 (stereo not drawn)	-11	13	-3	-4	13	-13	7	1
CCOc1cc(C(=O)Nc2ccc(S(=O)(=O)NC3=NCCCCC3)cc2)cc(Br)c1OC	0	20	6	0	6	-6	8	-8
CC(NCc1ccco1)C(=O)N1CCc2ccccc2C1 (stereo not drawn)	8	-27	-6	-1	6	-16	-5	10
Cc1cc2oc(C(=O)Nc3c(C)n(C)n(-c4ccccc4)c3=O)c(C)c2cc1Cl	-4	14	-11	1	2	-13	6	20
COc1ccc(N(CC(=O)NCCSc2ccccn2)S(=O)(=O)c2ccccc2)c(OC)c1	2	19	-2	3	4	-10	-1	10
O=C(CC(c1ccc(F)cc1)c1ccco1)Nc1nccs1 (stereo not drawn)	12	-8	-2	-1	9	5	2	13
Cc1c(NC(=O)CN2C(=O)NC(C)(c3ccc(OC(F)F)cc3)C2=O)c(=O)n(-c2ccccc2)n1C (stereo not drawn)	16	-2	-6	1	-18	-9	-6	15
CC(=O)c1cc2c(cc1NC(=O)CN1CCCCC1C)OCO2 (stereo not drawn)	0	-1	1	1	-12	1	-2	-16
COc1cc(NC(=S)N2CCCCC2C)c(OC)cc1Cl (stereo not drawn)	-9	17	-8	0	11	-14	-8	8
Cc1cc(C)c2c(N=NN3CCCCC3)[nH]nc2n1	-3	1	-8	1	-1	-11	-3	7
CCN(CC)S(=O)(=O)c1ccc(OCCNS(C)(=O)=O)cc1	2	0	-3	0	-4	2	-5	0
COc1cc(C2Nc3ccccc3C(=O)N2c2ccc(Cl)cc2)c(Cl)cc1OCC(=O)O (stereo not drawn)	6	2	0	-16	-17	11	-6	-397
CC1(C)NC(=O)N(CCCCOc2ccc3c(c2)CCC3)C1=O	-1	-4	-4	3	9	11	-5	10
CC[C@@](C)(NS(=O)(=O)OCC(Cl)(Cl)Cl)c1ccccc1	-8	8	-20	1	9	0	1	18
O=C(NC(=S)NCc1cccnc1)c1ccccc1[N+](=O)[O-]	8	-6	-1	0	21	-7	-12	17
CN(c1ccc(C(=O)NCCCn2ccnc2)cc1)S(C)(=O)=O	-8	-9	-1	-2	15	-11	-4	2
CC(=O)NC(CC(=O)NCCCn1ccc2ccccc21)c1ccccc1 (stereo not drawn)	-7	2	5	-6	-13	-13	2	7
COc1ccc(/C=C(\C#N)C(=O)NC2CCS(=O)(=O)C2)cc1OC (stereo not drawn)	-1	0	-8	2	-18	-3	-1	-9
CC1CCN(C(=O)CN2C(=O)C(=O)N(C(C)C)C2=O)c2ccccc2S1 (stereo not drawn)	6	-4	2	0	-2	6	-8	13
N/C(=N\OC(=O)c1ccco1)c1ccc(Cl)cc1	88*	-10	79*	2	-1	94*	-10	5
COc1ccc(-c2cc3c(=O)n(CC(=O)N4CCCC4)ncn3n2)cc1	7	0	-7	2	5	-15	2	-121
CN(C)CC[C@@H](c1ccc(Br)cc1)c1ccccn1	-4	-8	-6	-2	-5	-6	2	10
CC(C)(C)C1CCC(=O)N(CCC#N)CC1 (stereo not drawn)	-5	2	-3	-3	6	1	-5	20
Cc1coc2c1c(C)cc1oc(=O)c(CC(=O)NCC(=O)NCC(=O)O)c(C)c12	-2	3	-4	0	-3	-2	13	-307
CCS(=O)(=O)N1Cc2ccccc2CC1C(=O)Nc1nccs1 (stereo not drawn)	-7	8	-6	-1	8	-1	4	-2
CC(C)C1CCN(C(=O)C2CCC(=O)N(CCc3ccc(Cl)cc3)C2)CC1 (stereo not drawn)	4	31	5	-2	7	-5	-3	6
CC(C)(c1ccccc1)c1ccc(OCCN)cc1	-4	-16	-11	0	11	-11	1	16
COc1ccc(NC(=O)CN(C)C(=O)c2ccc(N3CCCCCC3)c([N+](=O)[O-])c2)cc1	1	27	-7	2	9	-10	3	11
CC(C)(O)C#Cc1ccc(CN2CCCC(CO)(Cc3cccc(Cl)c3)C2)cc1 (stereo not drawn)	10	16	5	-32	11	20	-8	-3
COc1ccc(N(CC(=O)Nc2cccc(C(C)=O)c2)S(C)(=O)=O)cc1OC	8	2	-2	-2	-15	-7	1	13
CCOC(=O)C1=C(c2ccccc2)NC(=O)NC1c1ccc(OC)c(OC)c1 (stereo not drawn)	2	-4	6	2	2	-16	-3	1
O=C(NCCCN1CCc2ccccc2C1)C1CCN(S(=O)(=O)N2CCCC2)CC1	8	-25	-4	-8	-6	-10	11	1
Cc1cccc(-n2cc(CN(C)Cc3nccn3C)c(-c3cccc(F)c3)n2)c1	8	22	0	1	17	11	13	7
COCCn1c(SCC(=O)c2ccc(F)cc2)nnc1C(C)C	-3	4	-5	-1	41	-1	-2	16
CCSc1nnc(NC(=O)CCc2ccc(OC)cc2)s1	2	-5	0	0	-24	6	-8	16
CCCCN1CC[C@H]2C=CC[C@@H](C(=O)N3CCOCC3)[C@H]2C1=O	19	-437	-9	1	-7	-5	-2	16
CN(C)c1ccc(-c2nc3ccccc3n2C)cc1	96*	-5	89*	1	21	91*	5	-261
CC(C)(C)c1n[nH]c2c1CCCC2	-3	-20	-11	1	8	-10	13	13
CSc1nnc([C@@H]2CCCN2C(=O)OC(C)(C)C)o1	8	1	3	1	12	-1	-6	14
CCC(C)C(NC(=O)C1CCC(C)CC1)C(=O)Nc1cc(OC)ccc1OC (stereo not drawn)	-3	8	6	1	13	-2	9	28
Cc1cc(N2C(=O)C(O)=C(C(=O)c3ccco3)C2c2ccc(Cl)cc2)no1 (stereo not drawn)	4	-5	9	-15	-7	7	3	-22
O=C(NC(=S)Nc1ccc(C(F)(F)F)cc1)c1csnn1	8	9	-1	-1	23	-7	0	8
Cc1ccnc(NS(=O)(=O)c2ccc(NC(=O)c3ccc(N4C(=O)CCC4=O)cc3)cc2)n1	1	17	-6	-7	-25	-20	4	1
CNC(=S)N1N=C(c2ccccc2)CC1c1ccccc1Cl (stereo not drawn)	-16	29	-10	2	24	-4	2	23
Cc1ccc(S(=O)(=O)N2CCN(C(=O)c3ccc(Br)o3)CC2)c(C)c1	-2	11	1	0	-7	-11	-9	10
O=C(Cn1nnc(-c2ccccc2)n1)Nc1ccccc1N1CCOCC1	-7	4	-17	2	0	-27	14	3
CCCCC[C@H](O)/C=C/C1C(=O)C=C[C@H]1C/C=C\CCCC(=O)OC (stereo partly drawn)	.	.	.	-3	6	.	15	-1
O=C(NC1CCCCCC1)c1c2c(nc3ccccc13)CCN(Cc1ccccc1)C2	6	18	0	-26	5	2	-11	-295
CCOC(=O)C(CC(=O)O)N1CCCCC1 (stereo not drawn)	7	-1	-5	3	6	2	-4	20
Cc1ccc(OCC(=O)N2CCCc3ccccc32)cc1	1	5	-3	3	7	7	6	12
C[C@H](CO)N1C[C@H](C)[C@@H](CN(C)Cc2ccc(Cl)c(Cl)c2)Oc2c(NS(=O)(=O)c3cccs3)cccc2C1=O	6	22	-6	0	10	0	0	-1
O=C(O)CN1C(=O)/C(=C\C(Br)=C\c2ccccc2)SC1=S	-6	3	-8	9	-1	12	19	30
CN(C)c1ccc(/C=C/C(=O)c2ccc(O)cc2)cc1	.	.	.	-26	4	.	3	-434

Structural class: the compounds so far containing an aryl thioether with sulfur outside any ring (5)
SMILES	SENP7 block	Apaf1 inhib	SENP8 block-1	SENP1 inh	PfGluPho inh	SENP6 block	HKDC1 inh	SENP8 block-2
Cc1ccc(NC(=O)CSc2ccc(-c3ccco3)nn2)cc1	9	-23	2	-1	18	8	8	2
COc1ccc(N(CC(=O)NCCSc2ccccn2)S(=O)(=O)c2ccccc2)c(OC)c1	2	19	-2	3	4	-10	-1	10
COCCn1c(SCC(=O)c2ccc(F)cc2)nnc1C(C)C	-3	4	-5	-1	41	-1	-2	16
CCSc1nnc(NC(=O)CCc2ccc(OC)cc2)s1	2	-5	0	0	-24	6	-8	16
CSc1nnc([C@@H]2CCCN2C(=O)OC(C)(C)C)o1	8	1	3	1	12	-1	-6	14
